RAD54 branch: RAD54 (human) branch migration inhibition; AID 602329; inhibition, % at 10.4 µM; Q92698; RAD54 Holliday junction branch migration, FAM/BHQ fluorescence; hit rate 0.14% among 360,000;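 active = mean normalized replicate activity at least 40 and at least half of replicates scoring 40 or more; inconclusive = only one of the two criteria met; inactive = mean below 40 and under half of replicates reaching 40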;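 note: 0% = median of neutral control wells and 100% = median of positive control wells; inhibitors cause a drop in the FAM fluorescence signal; in these data hits start at about 50%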
Casp6 inh: caspase-6 (human) enzyme inhibition; purified caspase-6, Z-VEID-R110 cleavage fluorescence; inhibition, % at 12.5 µM; AID 686996; P55212; hit rate 0.53% among 350,000;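 active = mean inhibition across replicates at least about 35%, with every replicate also reaching that limit, limit read from the data; inconclusive = only one of the two criteria met; inactive = neither criterion met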;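 note: 0% = median of neutral control wells and 100% = no fluorescence left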
Target sequence (P55212 24-179 limits assumed): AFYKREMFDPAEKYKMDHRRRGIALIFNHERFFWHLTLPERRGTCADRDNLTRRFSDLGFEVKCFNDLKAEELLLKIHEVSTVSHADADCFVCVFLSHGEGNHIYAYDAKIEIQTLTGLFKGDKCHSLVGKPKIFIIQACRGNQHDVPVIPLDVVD
Target sequence (P55212 194-293 limits assumed): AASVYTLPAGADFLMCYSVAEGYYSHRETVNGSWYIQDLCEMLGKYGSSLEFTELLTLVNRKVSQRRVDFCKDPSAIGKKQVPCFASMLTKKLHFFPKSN
CFTR F508del cor: CFTR F508del correction in bronchial cells | hit rate 0.36% among 350,000 | CFBE cells, YFP halide quenching; stimulated with forskolin plus potentiator P3; % fluorescence drop versus neutral controls | activity (quench increase), % at 7.58 µM;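 active = mean added fluorescence quench of at least 8% versus neutral control, with both replicates also reaching 8%; inconclusive = only one of the mean or replicate conditions met; inactive = mean below 8% and not both replicates reaching 8%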;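 note: cells transiently co-express mutant CFTR-F508del with the halide-sensitive YFP; corrector assay measuring rescue of mutant channel to the surface after 24 h compound exposure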
E-selectin induc: E-selectin induction on HUVECs. HUVEC E-selectin immunofluorescence imaging; normalized: neutral wells 0, TNF-alpha wells 100. activation, % at 7.58 µM. hit rate 0.37% among 260,000. AID 686992;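 active = mean E-selectin-positive cell signal at least 10% of the positive control, reached in at least 60% of replicates, without over 20% cell loss; inconclusive = no rule given, readout overlaps actives, possibly toxicity-flagged; inactive = the rest, including those meeting only one limit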;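 note: in these data hits start at about 27%; measured in HUVEC primary endothelial cells; signal is the percent of cells scored E-selectin positive by PE staining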
Target sequence (P16581 whole entry, looked up): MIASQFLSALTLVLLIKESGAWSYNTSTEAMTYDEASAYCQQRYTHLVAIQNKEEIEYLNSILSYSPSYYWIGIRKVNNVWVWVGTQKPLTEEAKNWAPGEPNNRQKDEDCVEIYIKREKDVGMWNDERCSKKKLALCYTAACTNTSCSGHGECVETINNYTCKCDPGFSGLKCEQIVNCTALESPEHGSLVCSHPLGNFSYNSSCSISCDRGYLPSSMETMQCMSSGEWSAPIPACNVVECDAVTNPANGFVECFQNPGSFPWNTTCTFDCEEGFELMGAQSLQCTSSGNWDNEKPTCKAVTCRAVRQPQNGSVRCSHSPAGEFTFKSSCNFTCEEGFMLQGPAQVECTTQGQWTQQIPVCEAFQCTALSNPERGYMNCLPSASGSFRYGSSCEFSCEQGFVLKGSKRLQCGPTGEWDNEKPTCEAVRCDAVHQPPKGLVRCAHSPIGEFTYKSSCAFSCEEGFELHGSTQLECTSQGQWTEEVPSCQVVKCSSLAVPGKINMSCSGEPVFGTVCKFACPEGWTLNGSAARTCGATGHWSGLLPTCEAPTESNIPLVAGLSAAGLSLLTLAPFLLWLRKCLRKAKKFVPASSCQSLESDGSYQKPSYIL
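Read-out basis: % PE-positive cells; Test system: HUVEC primary endothelial cells; Technique: immunofluorescence imaging; Dosing: single-point compound dose.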
INS-1E GSIS act: GLuc luminescence reporter in INS-1E cells, primary screen for activators of glucose-dependent secretion of insulin. hit rate 0.61% among 370,000. INS-1E GLuc reporter insulin secretion, 2-3 h. activation, % at 16.6 µM;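 active = lowest replicate activation of at least 40%, so every replicate reaches that level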;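 note: 0% = median of neutral control wells and 100% = median of IBMX positive control wells; some compounds called inactive have numbers as strong as hits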
DENV2 CPE: inhibitors of DENV2 cytopathic effect; DENV2-infected cells, cytopathic effect rescue, plate reader; CPE inhibition, % at 9.99 µM; hit rate 1.7% among 350,000; AID 651640; in the data active = CPE inhibition above about 20%, passing the limit was not always enough; inconclusive = no clear call, values can overlap the other calls; tested in BHK-21 cells;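 note: 0% = median of neutral control wells and 100% = median of positive control wells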
XiGFP reactiv: activators of X-chromosome reactivation in mouse fibroblasts | XiGFP mouse fibroblasts, % GFP-positive cells imaging, 3 d; cells co-treated with 5-aza-dC sensitizer; scaled so ellipticine positive control = 100% | activation, % at 7.58 µM | hit rate 0.055% among 360,000 | AID 743238;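 active = mean normalized replicate activation at least 10% and every replicate at or above 10%; inconclusive = only one of the two criteria met; inactive = mean below 10% and not all replicates reach 10%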;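 note: 0% = median of on-plate neutral control wells and 100% = ellipticine 6 µM median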
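Material: XiGFP fibroblasts, SV40-immortalized. Buffer or medium: DMEM plus 5-aza-dC sensitizer. Compound: single concentration per compound, delivered by pin transfer. Times: 3 days compound exposure. Controls: ellipticine 6 µM.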
RAD52 anneal inh: blocks human RAD52 DNA annealing; P43351; recombinant RAD52 DNA annealing, FRET fluorescence; inhibition, % at 18.7 µM; hit rate 0.46% among 360,000; AID 651710;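 active = every replicate showing at least 50% inhibition; inconclusive = mean inhibition at least 50% but not in every replicate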
The depositor's hits bear a star; ? = inconclusive; nt = no result given.

SMILES	RAD54 branch	Casp6 inh	CFTR F508del cor	E-selectin induc	INS-1E GSIS act	DENV2 CPE	XiGFP reactiv	RAD52 anneal inh
O=C(N/N=C/c1ccc(Cl)c([N+](=O)[O-])c1)c1cc(-c2ccccc2)nc2ccccc12	nt	0.7	3.5	2.5	8.3	-12.5	0.1	-9.4
CC(C)(C)Cc1nnc(NC(=O)c2ccc3c(c2)OCO3)s1	-4.7	nt	0.3	nt	13.3	0.0	0.1	-8.3
COc1ccc(S(=O)(=O)N2CCOCC2)cc1NC(=O)CSc1n[nH]c(=O)n1C1CC1	5.2	1.2	nt	nt	6.8	-2.9	0.6	-7.0
CC1CCC2(CC1)NC(=O)N(CC(=O)Nc1cccc(S(=O)(=O)N3CCOCC3)c1)C2=O (stereo not drawn)	21.0	-0.9	3.0	nt	-14.9	-0.1	0.0	-10.5
Cc1ccc(S(=O)(=O)CCC(=O)OC(C)C(=O)c2c(C)[nH]c3ccccc23)cc1 (stereo not drawn)	nt	2.5	0.5	nt	19.8	5.3	-0.1	-10.3
CC(C)CC(=O)Nc1c2c(nn1-c1cccc(Cl)c1)CS(=O)C2 (stereo not drawn)	-1.2	0.9	-0.9	nt	13.1	15.2	0.0	-1.3
COc1ccc(C#Cc2ccc([C@@H]3[C@@H](CO)N4C(=O)CN(C(=O)c5cccnc5)C[C@H]34)cc2)cc1	nt	0.6	-4.6	-0.3	1.1	2.6	-0.1	-28.5
CCCNC(=O)C[C@H]1C[C@H]2c3cc(NC(=O)Nc4ccccc4)ccc3O[C@H]2[C@H](CO)O1	6.0	nt	2.9	0.1	7.6	-1.6	0.1	nt
C[C@@H]1CCCCO[C@H](CN(C)C(=O)C2CCCCC2)[C@@H](C)CN([C@H](C)CO)C(=O)c2cc(NC(=O)Nc3ccc(C(F)(F)F)cc3)ccc2O1	0.7	1.2	5.7	0.1	8.5	-0.4	-0.7	-18.3
Cc1ccccc1OCC(=O)OCC(=O)Nc1cc(S(C)(=O)=O)ccc1Cl	-0.9	2.2	0.9	2.3	28.6	5.2	0.0	-7.0
CCc1cnc(N2[C@@H](C#N)[C@H](c3ccc(C#Cc4ccccc4F)cc3)[C@@H]2CO)s1	-12.8	2.0	-0.7	-0.3	-2.0	-15.2	-0.1	-85.8
Cc1ccc2cc(CN(Cc3ccco3)C(=O)NC3CCCCC3)c(=O)[nH]c2c1C	5.9	0.3	-0.1	nt	-10.8	19.7	nt	-12.3
CCN1CCN(C(=O)c2cc(-c3ccco3)nc3ccccc23)CC1	11.5	4.8	-2.2	0.4	20.9	-1.3	-0.7	-3.4
Oc1ccc(/C=N/Nc2cccc3cccnc23)c(O)c1	-2.0	6.0	nt	nt	-6.1	-5.1	nt	-6.8
CC(=O)Nc1cccc(-c2ccnc3c2CC(C)(C(=O)NCc2ccc(N(C)C)cc2)O3)c1 (stereo not drawn)	-3.1	2.2	-0.5	nt	15.0	4.0	0.1	-98.1
Cc1ccccc1C(=O)Oc1ccc(Cl)cc1C(=S)N1CCOCC1	1.2	-1.9	1.2	0.2	-34.1	13.8	0.0	-5.2
C/C=C/c1ccc([C@@H]2[C@H](CO)N(C(=O)CC)C23CN(S(C)(=O)=O)C3)cc1	nt	0.0	2.0	-0.2	-1.3	0.6	0.1	-11.5
COc1ccc(CCNS(=O)(=O)c2cc3c4c(c2)CC(=O)N4CCC3)cc1	1.8	3.5	2.7	nt	nt	0.2	0.0	-10.2
O=[N+]([O-])c1ccccc1S(=O)(=O)NC1CCCC1	nt	1.3	-0.4	nt	-0.4	2.2	0.0	3.4
NNc1ccccc1C(F)(F)F	nt	2.1	-2.1	1.1	-4.9	-3.3	0.1	-0.3
CCc1cccc(C)c1NS(=O)(=O)c1c(C)nc2sccn2c1=O	2.7	0.4	4.3	-0.2	3.7	-5.8	0.4	-7.9
C=CCNc1ncnc2c1cnn2-c1ccc(C)cc1C	-10.2	-1.0	-1.6	0.0	nt	-8.0	0.0	4.2
Cc1csc(NC(=O)C2CCN(S(=O)(=O)c3ccccc3)CC2)n1	3.0	0.9	0.4	nt	13.3	-4.1	0.2	-11.7
O=C(CSc1nc(O)c(C2CCCCC2)c(=O)[nH]1)N1CCOCC1	9.3	0.4	1.7	-1.1	10.1	-7.4	0.1	-5.4
O=c1cc(CSc2nnc(-c3ccccc3)o2)c2ccccc2[nH]1	-9.0	-5.0	-0.5	nt	17.3	76.4*	0.1	-7.1
COc1cccc(S(=O)(=O)N[C@@H]2CC[C@H](CCNC(=O)Cc3ccncc3)O[C@H]2CO)c1	-1.8	0.6	-2.4	-0.3	13.0	-8.6	0.1	-31.3
O=C(NCCc1nnc2ccc(SCC(=O)N3CCCC3)nn12)c1ccc(F)cc1	-3.5	1.7	2.2	nt	2.5	8.3	0.3	-5.0
c1ccc(-c2ccc3sccc3n2)cc1	-6.4	2.3	-2.5	0.3	18.5	-7.3	-0.6	-7.6
CCOc1cc(N2CCOCC2)c(OCC)cc1NC(=O)COC(=O)c1cc(C)cc(C)c1	nt	4.0	-3.5	nt	6.0	-0.9	0.0	-4.1
O=C(COc1ccccc1F)Nc1ccc(S(=O)(=O)N2CCCC2)cc1	-12.9	0.9	-0.3	-0.3	-10.9	-5.7	0.0	-6.9
COC(=O)C[C@H]1CC[C@@H]2[C@H](COC[C@@H](O)CN2C(=O)Nc2ccccc2OC)O1	-2.0	0.7	-5.8	0.0	-1.9	-1.8	0.0	-12.2
O=C(c1ccccc1F)N1C[C@@H]2[C@H](c3ccccc31)[C@@H](CO)N2C(=O)c1ccncc1	-4.1	1.9	1.1	-0.1	-1.4	7.4	0.0	-10.3
C/C(Cl)=C\Cn1c(O)c(N=NC(N)=S)c2ccccc21	nt	1.4	-0.3	0.6	24.7	-2.1	0.4	-17.5
O=C(C[C@@H]1CC[C@H]2[C@@H](COC[C@H](O)CN2Cc2ccc3c(c2)OCO3)O1)Nc1ccccc1	0.9	-0.1	-1.0	0.1	1.2	-1.7	0.0	1.2
CCN1CCN(CCC(=O)Nc2cccc(C)c2)CC1	-5.6	-11.9	1.8	nt	-0.6	0.5	0.1	-2.8
O=C(NC1CCCC1)[C@@H]1[C@@H](CO)[C@@H]2Cn3c(ccc(-c4ccccc4)c3=O)[C@H]1N2CC1CC1	nt	2.7	-3.6	0.1	0.5	24.8*	1.0	-15.5
CC1(c2ccc3ccccc3c2)NC(=O)N(CC(=O)N2CCCC(C(F)(F)F)C2)C1=O (stereo not drawn)	12.0	0.3	-2.6	-0.6	-31.5	?	0.2	9.3
O=C(Cc1cccc(NC(=O)C2CCN(S(=O)(=O)c3cccc([N+](=O)[O-])c3)CC2)c1)Nc1cccc(C(=O)N2CCCCC2)c1	-0.3	0.2	0.0	0.2	7.0	?	-0.1	-13.3
CCCN(C)C[C@H]1OCCCC[C@H](C)Oc2ccc(NC(=O)Cc3ccccc3)cc2C(=O)N([C@H](C)CO)C[C@H]1C	0.9	-2.0	1.1	-0.2	-5.1	8.7	-0.1	25.1
S=C(NCCNC(=S)Nc1ccccc1)Nc1ccccc1	0.5	-3.4	2.6	nt	-1.7	2.5	0.0	-4.9
CNc1snc(C)c1C(=O)OC(C)C(=O)NCc1ccccc1 (stereo not drawn)	-18.1	3.4	-2.7	0.0	-6.3	-7.3	0.0	10.3
Cc1ccc(NC(=O)C2CC3CCC2C3)c(Br)c1 (stereo not drawn)	-1.9	0.1	-2.8	nt	-32.3	14.4	0.0	1.8
S=C1NCC(c2ccccc2)S1 (stereo not drawn)	-13.9	1.1	1.3	-1.1	2.6	7.1	0.1	-20.2
Cc1[nH]c2ccccc2c1C(C[N+](=O)[O-])c1cccs1 (stereo not drawn)	nt	-0.4	nt	nt	-31.0	1.2	-0.1	-8.9
Cc1ccc(C(=O)NCN2CCN(c3ccc(F)cc3)CC2)cc1	-5.3	10.6	-1.3	0.3	-24.2	-4.3	0.6	-1.3

Compound profiles (already shown).
CCN1CCN(CCC(=O)Nc2cccc(C)c2)CC1 as listed: RAD54 branch: -5.6; Casp6 inh: -11.9; CFTR F508del cor: 1.8; E-selectin induc: nt; INS-1E GSIS act: -0.6; DENV2 CPE: 0.5; XiGFP reactiv: 0.1; RAD52 anneal inh: -2.8
Cc1ccc(C(=O)NCN2CCN(c3ccc(F)cc3)CC2)cc1 as listed: RAD54 branch: -5.3; Casp6 inh: 10.6; CFTR F508del cor: -1.3; E-selectin induc: 0.3; INS-1E GSIS act: -24.2; DENV2 CPE: -4.3; XiGFP reactiv: 0.6; RAD52 anneal inh: -1.3

Later entries:
SMILES	RAD54 branch	Casp6 inh	CFTR F508del cor	E-selectin induc	INS-1E GSIS act	DENV2 CPE	XiGFP reactiv	RAD52 anneal inh
CCCn1c2ccccc2c2nnc(SCC(=O)Nc3c(C)n(C)n(-c4ccccc4)c3=O)nc21	nt	0.8	-0.8	nt	nt	-13.8	0.0	-9.0
Cc1ccc(-n2nnnc2SCC(=O)Nc2cc(C)on2)c(C)c1	0.5	2.6	0.3	-9.7	1.0	-0.5	0.0	2.5
O=C(COC(=O)/C=C/c1ccc(Cl)cc1Cl)Nc1ccc2c(c1)OCCO2	6.1	0.0	-1.6	0.7	nt	2.3	0.0	-2.6
O=C(C[C@@H]1CC[C@H]2[C@@H](COC[C@H](O)CN2CC2CCCCC2)O1)NCC1CC1	5.7	0.1	-3.3	0.1	6.1	0.4	0.0	5.2
C[C@@H]1CN([C@@H](C)CO)C(=O)c2cc(C#CCN(C)C)cnc2O[C@H]1CN(C)C(=O)Cc1ccncc1	-4.6	2.2	1.8	1.2	17.4	1.6	-2.0	-27.5
CCC(=O)N1[C@H](CO)[C@H](c2ccccc2)[C@H]1CNC(=O)CN1CCOCC1	4.5	-1.8	-1.9	0.0	-1.1	-2.8	0.4	-8.6
Cc1nc2c(OCc3ccc(F)c(F)c3)cccn2c1N(C)C(=O)CCC1CCCC1	-8.3	0.6	2.6	-0.2	-16.5	7.9	0.0	-31.5
COc1ccc(C2=NN(CCC(=O)NC3CCCCCC3)C(=O)CC2)cc1	-19.1	1.3	2.6	nt	-2.7	16.9	0.0	-13.0
CCN1C(=O)[C@H]2[C@@H](c3ccc(C)cc3)N3C(=O)N(c4cccc(F)c4)C(=O)[C@@]3(Cc3ccc(Cl)cc3)[C@H]2C1=O	-5.0	-3.6	3.1	-0.1	-5.4	-1.7	0.0	-13.0
O=C(Nc1ccc2c(c1)OCO2)O[C@@H]1C[C@H]2CCCC(=O)N3CC[C@@H](C1)[C@@H]23	6.3	2.6	2.5	nt	-3.0	-16.3	0.0	-2.2
O[C@@H](Cc1ccccc1)[C@@H](/C=C/c1ccccc1)NCCc1ccccc1	nt	-4.9	3.5	-0.2	27.5	-0.3	-0.2	-21.3
O=C(CSc1nnc(-c2ccccn2)o1)Nc1ccccc1F	-2.7	1.4	5.7	-0.2	4.8	2.0	-0.1	-2.8
CCOC(=O)c1sc2nc(C)nc(SCC(=O)NC3CCS(=O)(=O)C3)c2c1C (stereo not drawn)	nt	-1.0	-4.1	nt	-6.9	-5.0	0.0	-2.6
COc1ccc(C)cc1S(=O)(=O)N1CCN(C(=O)c2ncoc2-c2ccc(F)cc2)CC1	2.4	2.1	6.0	nt	-1.7	-6.7	0.4	-4.8
CCCc1ccc(C(O)c2ncc(-c3ccc(C)cc3)[nH]2)cc1 (stereo not drawn)	4.8	-0.6	-2.8	0.0	nt	4.1	0.0	-25.3

Compound activity: PubChem, Broad Institute
